ARNT TACC3 PPI: disrupts binding between human ARNT and TACC3; Q9Y6A5; AlphaScreen His-ARNT PAS-B/GST-TACC3 binding, luminescence; TACC3 fragment carries E629A point mutation; inhibition, % at 9.99 µM; hit rate 0.66% among 390,000; AID 623870;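 active = mean inhibition of replicates at least 50% and at least half of replicates each reaching 50%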;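 note: 0% = complete ARNT plus TACC3 wells and 100% = ARNT alone without TACC3; many hits fall short of the cut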
RAD52 anneal inh: blocks human RAD52 DNA annealing; inhibition, % at 18.7 µM; hit rate 0.46% among 360,000; P43351; recombinant RAD52 DNA annealing, FRET fluorescence;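 active = every replicate showing at least 50% inhibition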
Target sequence (P43351 whole entry, looked up): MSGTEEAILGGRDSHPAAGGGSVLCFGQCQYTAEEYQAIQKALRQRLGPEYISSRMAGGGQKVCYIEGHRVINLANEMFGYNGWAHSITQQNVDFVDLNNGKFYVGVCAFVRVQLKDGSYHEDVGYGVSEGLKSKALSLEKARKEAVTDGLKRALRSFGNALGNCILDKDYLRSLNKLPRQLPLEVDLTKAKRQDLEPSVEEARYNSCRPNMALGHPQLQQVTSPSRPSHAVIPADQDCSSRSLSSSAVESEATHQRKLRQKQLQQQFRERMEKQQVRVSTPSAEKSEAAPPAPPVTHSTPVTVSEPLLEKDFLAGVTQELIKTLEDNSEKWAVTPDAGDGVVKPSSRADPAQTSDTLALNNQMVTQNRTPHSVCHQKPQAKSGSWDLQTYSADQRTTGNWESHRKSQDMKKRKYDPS
ERp5 inh: ERp5 (human) disulfide isomerase inhibition; Q15084; ERp5 insulin aggregation, absorbance 650 nm, 90 min; hit rate 0.05% among 350,000; inhibition, % at 9.99 µM;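 active = mean replicate inhibition above about 25%, with every replicate also reaching it, limit read from the data, passing the limit was not always enough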
Casp6 inh: caspase-6 (human) enzyme inhibition | inhibition, % at 12.5 µM | purified caspase-6, Z-VEID-R110 cleavage fluorescence | hit rate 0.53% among 350,000 | AID 686996 | P55212;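 active = mean inhibition across replicates at least about 35%, with every replicate also reaching that limit, limit read from the data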;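 note: 0% = median of neutral control wells and 100% = no fluorescence left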
PglD inh: inhibitors of Campylobacter jejuni PglD acetyltransferase; AID 602405; hit rate 0.098% among 360,000; inhibition, % at 12.5 µM; purified PglD enzyme, DTNB colorimetric CoA detection; in the data active = inhibition above about 16%, passing the limit was not always enough; note: strong numbers were not always called active
E-selectin induc: E-selectin induction on HUVECs. P16581. HUVEC E-selectin immunofluorescence imaging; normalized: neutral wells 0, TNF-alpha wells 100. activation, % at 7.58 µM. hit rate 0.37% among 260,000;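 active = mean E-selectin-positive cell signal at least 10% of the positive control, reached in at least 60% of replicates, without over 20% cell loss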;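 note: in these data hits start at about 27%; measured in HUVEC primary endothelial cells; signal is the percent of cells scored E-selectin positive by PE staining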
Target sequence (P16581 whole entry, looked up): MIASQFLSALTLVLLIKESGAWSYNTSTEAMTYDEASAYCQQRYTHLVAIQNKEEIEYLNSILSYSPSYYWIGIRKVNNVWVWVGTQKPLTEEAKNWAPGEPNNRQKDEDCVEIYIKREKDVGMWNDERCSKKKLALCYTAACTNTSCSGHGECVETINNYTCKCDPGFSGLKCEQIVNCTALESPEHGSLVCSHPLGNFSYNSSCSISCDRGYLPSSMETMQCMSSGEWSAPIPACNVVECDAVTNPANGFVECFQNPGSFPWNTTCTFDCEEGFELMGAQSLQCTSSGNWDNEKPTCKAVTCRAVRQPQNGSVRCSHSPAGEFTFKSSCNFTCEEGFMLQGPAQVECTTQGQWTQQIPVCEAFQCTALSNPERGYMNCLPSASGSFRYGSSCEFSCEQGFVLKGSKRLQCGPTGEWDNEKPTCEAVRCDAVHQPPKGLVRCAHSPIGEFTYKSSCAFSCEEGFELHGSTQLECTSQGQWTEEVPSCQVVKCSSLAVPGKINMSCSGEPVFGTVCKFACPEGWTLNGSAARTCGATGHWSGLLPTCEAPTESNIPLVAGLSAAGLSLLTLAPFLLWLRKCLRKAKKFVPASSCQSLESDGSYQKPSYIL
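Read-out: % PE-positive cells | Test system: HUVEC | Doses: One compound dose added by pin transfer | Buffer or medium: EGM-2 over gelatin coat | Signal: Immunofluorescence imaging | Benchmarks: TNF-alpha, DMSO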
RAD54 inh: inhibitors of human RAD54 branch migration; hit rate 0.14% among 360,000; inhibition, % at 10.4 µM; RAD54 Holliday junction branch migration, FAM/BHQ fluorescence; Q92698;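 active = mean normalized replicate activity at least 40 and at least half of replicates scoring 40 or more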;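 note: 0% = median of neutral control wells and 100% = median of positive control wells; inhibitors cause a drop in the FAM fluorescence signal; in these data hits start at about 50%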
esBAF inh: SWI/SNF esBAF complex inhibition; mouse ES cells, Bmi1-luciferase knock-in reporter, 24 h; 100% = twice the neutral-well signal; reporter increase, % at 12.5 µM; hit rate 2% among 350,000; in the data active = activation above about 40%;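 note: 0% = median of the plate's neutral control wells and 100% = double that signal; a rise in the Bmi1 reporter signal indicates esBAF inhibition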
Starred values were filed as active, the others as inactive.

Screening Cc1cc(C)cc(C(=O)NCC(=O)N2CCN(c3cccc(Cl)c3)CC2)c1 returned ARNT TACC3 PPI -8, RAD52 anneal inh -2, ERp5 inh -4, Casp6 inh 1, PglD inh 0, RAD54 inh -7 and esBAF inh -1.
For Cc1cc(S(=O)(=O)N2CCN(c3ccccn3)CC2)c(C)cc1Cl the results were ARNT TACC3 PPI 2, RAD52 anneal inh -2, ERp5 inh -1, Casp6 inh 1, PglD inh -10, RAD54 inh -19 and esBAF inh 8.
C#CCOCCOCCOCCNc1nc(N2CCN(C(=O)[C@H](Cc3ccc(O)cc3)n3cc([C@@H](N)C(C)CC)nn3)CC2)nc(N2CCN(C(=O)[C@H](Cc3cc4ccccc4[nH]3)n3cc([C@@H](N)C(C)CC)nn3)CC2)n1 (some centres undefined) was read as ARNT TACC3 PPI 17, PglD inh 0, RAD54 inh 7 and esBAF inh 20.
For CC(C)NC(=O)N(C)C[C@H]1Oc2c(NC(=O)NC3CCCCC3)cccc2C(=O)N([C@@H](C)CO)C[C@H]1C the results were ARNT TACC3 PPI 1, RAD52 anneal inh 0, ERp5 inh 3, PglD inh -6, E-selectin induc -0.2, RAD54 inh 1 and esBAF inh 3.
For O=C(NCCc1ccc(Cl)cc1)c1ccc(CNc2c(N3CCOCC3)c(=O)c2=O)cc1 the results were ARNT TACC3 PPI -2, RAD52 anneal inh -10, ERp5 inh -2, Casp6 inh -1, PglD inh -2, E-selectin induc 1.8, RAD54 inh -1 and esBAF inh -5.
For C[C@@H]1CN([C@H](C)CO)C(=O)c2cc(NS(=O)(=O)c3ccc(Cl)cc3)ccc2O[C@H]1CN(C)C(=O)NC1CCCCC1 the results were ARNT TACC3 PPI -1, RAD52 anneal inh 0, ERp5 inh -4, Casp6 inh 0, PglD inh -2, E-selectin induc -3.5, RAD54 inh 3 and esBAF inh 1.
For CC(C)(O)C#Cc1ccc(CN2CCN(Cc3ccccc3)C(CCO)C2)cc1 (centres undefined) the results were ARNT TACC3 PPI -9, RAD52 anneal inh -17, ERp5 inh -2, Casp6 inh 5, PglD inh 1, E-selectin induc 1.2, RAD54 inh 9 and esBAF inh 7.
For O=C1CNC[C@H]2[C@H](c3ccc(-c4ccccc4F)cc3)[C@H](CO)N12 the results were RAD52 anneal inh -36, ERp5 inh 9, Casp6 inh -1 and E-selectin induc -0.2.
For CCS(=O)(=O)Nc1ccc2c(c1)C(=O)N(C)[C@@H]1CC[C@@H](CC(=O)N3CCCCC3)O[C@@H]1CO2 the results were ARNT TACC3 PPI -6, RAD52 anneal inh -7, ERp5 inh 3, Casp6 inh -3, PglD inh 0, E-selectin induc -0.1, RAD54 inh -2 and esBAF inh 1.
For CC(C)(C)OC(=O)COc1ccc(/C=N/NC(=O)CN2CCCCC2)cc1 the results were ARNT TACC3 PPI -1, RAD52 anneal inh 6, ERp5 inh 1, Casp6 inh 0, PglD inh 3, E-selectin induc -0.2, RAD54 inh 0 and esBAF inh 52*.
For CN(C)c1ccc(CN(C(=O)/C=C/c2ccccc2Cl)C2CCS(=O)(=O)C2)cc1 (centres undefined) the results were RAD52 anneal inh -12, ERp5 inh 2, Casp6 inh 1, PglD inh -6, E-selectin induc 0.0, RAD54 inh 6 and esBAF inh 9.
For CC1(C)NC(=O)N(CC(=O)OCC(=O)Nc2sccc2C#N)C1=O the results were ARNT TACC3 PPI -2, RAD52 anneal inh -67, ERp5 inh -6 and Casp6 inh 2.
O=C1CC(c2ccccc2)=Nc2ccccc2N1Cc1ccccc1 was read as ARNT TACC3 PPI 9, RAD52 anneal inh -13, ERp5 inh -5 and Casp6 inh 3.
CCOc1cc(S(=O)(=O)N(Cc2ccccc2)Cc2ccccc2)c(OCC)cc1-n1cnnn1 was read as ARNT TACC3 PPI -7, PglD inh -1, RAD54 inh -1 and esBAF inh 5.
Screening OC(COc1ccc(CN2CCSCC2)cc1)CN1CCCCC1 (centres undefined) returned ARNT TACC3 PPI 25, RAD52 anneal inh -4, ERp5 inh -2, Casp6 inh -22 and esBAF inh 5.
Cc1ccc(C(=O)Nc2ccc3c(c2)C(=O)N(C)C3=O)c(C)c1 was read as ARNT TACC3 PPI -23, RAD52 anneal inh -5, ERp5 inh 1, Casp6 inh 0, PglD inh 8, E-selectin induc 0.1, RAD54 inh 11 and esBAF inh 24.
COC(=O)CC1Oc2ccc(C)cc2NC1=O (centres undefined) was read as RAD52 anneal inh 1, ERp5 inh -1, Casp6 inh 0, PglD inh 0, RAD54 inh -4 and esBAF inh 4.
O=c1cc(-c2ccc([N+](=O)[O-])cc2)c2ccc(O)cc2o1 was read as ARNT TACC3 PPI -3, RAD52 anneal inh -9, ERp5 inh -5, Casp6 inh 2, PglD inh 0, E-selectin induc 0.1, RAD54 inh -1 and esBAF inh 9.
COC(=O)c1ccc(CS(=O)(=O)c2ccc(C)cc2)o1 was read as ARNT TACC3 PPI -2, RAD52 anneal inh -11, ERp5 inh -2, PglD inh 6, E-selectin induc 0.1, RAD54 inh -11 and esBAF inh -2.
`O=C(O)CSCc1cn2cc(Cl)ccc2n1` gave ARNT TACC3 PPI -6, PglD inh 8, RAD54 inh 2 and esBAF inh -11.
`CCOc1ccccc1NC(=O)CSc1nnc(Cn2c(=O)sc3ccccc32)n1C` gave ARNT TACC3 PPI -3, RAD52 anneal inh -7, ERp5 inh 1, Casp6 inh -2, PglD inh 5, RAD54 inh -11 and esBAF inh -12.
CC(C)c1ccccc1NC(=O)COC(=O)Cc1ccsc1 was read as ARNT TACC3 PPI -7, RAD52 anneal inh -5, ERp5 inh -3, Casp6 inh -2, PglD inh -2, E-selectin induc -1.9 and RAD54 inh 0.
`O=C(Cc1ccccc1)c1ccc2c(c1)OCCO2` gave ARNT TACC3 PPI -4, RAD52 anneal inh -6, ERp5 inh 2, Casp6 inh -2, PglD inh -3, E-selectin induc -2.0, RAD54 inh -8 and esBAF inh 31.
For CCOC(=O)C1C(=O)NC(SCC(=O)OC)=C(C#N)C1c1ccccc1OCC (centres undefined) the results were ARNT TACC3 PPI -1, RAD52 anneal inh -1, ERp5 inh 8, Casp6 inh 4, RAD54 inh 4 and esBAF inh -5.
For CCNC(=O)[C@H]1[C@H](CO)[C@H]2Cn3c(ccc(-c4ccccc4F)c3=O)[C@@H]1N2CC1CC1 the results were ARNT TACC3 PPI 15, RAD52 anneal inh 15, Casp6 inh 1, PglD inh -2, E-selectin induc -0.3, RAD54 inh 1 and esBAF inh 1.
For Cc1ccc(C(=O)NNC(=O)C2CCCN(c3ncccn3)C2)cc1 (centres undefined) the results were ARNT TACC3 PPI -13, PglD inh 5, RAD54 inh -8 and esBAF inh -11.
`Cc1ccc(C(=O)Nc2ccccc2N2CCOCC2)cc1S(=O)(=O)N1CCOCC1` gave ARNT TACC3 PPI 11, RAD52 anneal inh 2, ERp5 inh -8, Casp6 inh -3, PglD inh -1, RAD54 inh -9 and esBAF inh 1.
COc1ccc(-c2c(C)cc3oc(=O)cc(-c4ccccc4)c3c2C)cc1OC was read as ARNT TACC3 PPI 3, RAD52 anneal inh -15, ERp5 inh -3, Casp6 inh -1, PglD inh 0, RAD54 inh 15 and esBAF inh 4.
For O=C(c1ccc(S(=O)(=O)N2CCOCC2)cc1)N1CCOCC1 the results were ARNT TACC3 PPI -7, RAD52 anneal inh -21, ERp5 inh -4, Casp6 inh 2, PglD inh 6, RAD54 inh 5 and esBAF inh -7.
Screening Cc1cc(C)nc(-n2nc(C)cc2NC(=O)c2ccc(F)cc2F)n1 returned ARNT TACC3 PPI -3, RAD52 anneal inh -8, ERp5 inh -6, Casp6 inh 1, PglD inh 4, E-selectin induc 1.9, RAD54 inh 13 and esBAF inh -8.

Six compounds from above, sorted by SMILES length, highest first.
For C[C@@H]1CN([C@H](C)CO)C(=O)c2cc(NS(=O)(=O)c3ccc(Cl)cc3)ccc2O[C@H]1CN(C)C(=O)NC1CCCCC1 the results were ARNT TACC3 PPI -1, RAD52 anneal inh 0, ERp5 inh -4, Casp6 inh 0, PglD inh -2, E-selectin induc -3.5, RAD54 inh 3 and esBAF inh 1.
For CCS(=O)(=O)Nc1ccc2c(c1)C(=O)N(C)[C@@H]1CC[C@@H](CC(=O)N3CCCCC3)O[C@@H]1CO2 the results were ARNT TACC3 PPI -6, RAD52 anneal inh -7, ERp5 inh 3, Casp6 inh -3, PglD inh 0, E-selectin induc -0.1, RAD54 inh -2 and esBAF inh 1.
For O=C1CNC[C@H]2[C@H](c3ccc(-c4ccccc4F)cc3)[C@H](CO)N12 the results were RAD52 anneal inh -36, ERp5 inh 9, Casp6 inh -1 and E-selectin induc -0.2.
For CCOC(=O)C1C(=O)NC(SCC(=O)OC)=C(C#N)C1c1ccccc1OCC (centres undefined) the results were ARNT TACC3 PPI -1, RAD52 anneal inh -1, ERp5 inh 8, Casp6 inh 4, RAD54 inh 4 and esBAF inh -5.
For CC(C)(C)OC(=O)COc1ccc(/C=N/NC(=O)CN2CCCCC2)cc1 the results were ARNT TACC3 PPI -1, RAD52 anneal inh 6, ERp5 inh 1, Casp6 inh 0, PglD inh 3, E-selectin induc -0.2, RAD54 inh 0 and esBAF inh 52*.
For CC1(C)NC(=O)N(CC(=O)OCC(=O)Nc2sccc2C#N)C1=O the results were ARNT TACC3 PPI -2, RAD52 anneal inh -67, ERp5 inh -6 and Casp6 inh 2.

Next records follow.
`OC(CCCCN1CCCCC1)c1ccccc1` (centres undefined) gave ARNT TACC3 PPI -3, PglD inh -3, RAD54 inh 0 and esBAF inh -3.
For C[C@@H]1CN([C@H](C)CO)C(=O)c2cc(C3=CCCC3)cnc2O[C@@H]1CN(C)C(=O)c1cccnc1 the results were ARNT TACC3 PPI -3, RAD52 anneal inh -5, ERp5 inh -2, Casp6 inh 2, PglD inh -1, E-selectin induc 0.3, RAD54 inh -8 and esBAF inh -2.
`CC(=O)c1c(OC(=O)c2cccc(Cl)c2)c2ccccc2n1C` gave ARNT TACC3 PPI 1, RAD52 anneal inh -5, ERp5 inh -2, Casp6 inh 0 and E-selectin induc 8.4.
For O=C(C1CCCN1S(=O)(=O)c1cccc2cccnc12)N1CCc2ccccc2C1 (centres undefined) the results were ARNT TACC3 PPI -10, RAD52 anneal inh -10, ERp5 inh -8, Casp6 inh 8, PglD inh 6, RAD54 inh -9 and esBAF inh 1.
Cc1csc(Sc2ccc(S(=O)(=O)N3CCCC3)cn2)n1 was read as ARNT TACC3 PPI -5, RAD52 anneal inh -15, ERp5 inh 4 and Casp6 inh 1.
Screening Cn1c(Cn2nnc3ccccc32)nnc1SCC(=O)N1CCc2ccccc21 returned ARNT TACC3 PPI -3, RAD52 anneal inh 4, ERp5 inh -6, Casp6 inh -6, RAD54 inh -6 and esBAF inh -4.
`O=C(NCc1cccc(Cl)c1)C1CCC(=O)N(CCN2CCOCC2)C1` (centres undefined) gave ARNT TACC3 PPI -5, RAD52 anneal inh -4, ERp5 inh 3, Casp6 inh 3, PglD inh 0, E-selectin induc 0.2, RAD54 inh 6 and esBAF inh 1.
O=C(CN1CCN(Cc2ccccc2)CC1)Nc1cccc(Cl)c1Cl was read as RAD52 anneal inh 1, ERp5 inh 5, Casp6 inh 1, PglD inh 1, E-selectin induc -0.2, RAD54 inh 0 and esBAF inh -9.
Screening COCCN1Cc2cc(C(=O)OC)c3c(c2C1=O)c1cc(F)ccc1n3C(=O)c1ccccc1 returned RAD52 anneal inh -80, ERp5 inh 4, Casp6 inh -3 and E-selectin induc 0.6.
CCOc1ccccc1NC(=O)CSc1nc2cc(O)ccc2c(=O)n1-c1ccc(OC)c(OC)c1 was read as ARNT TACC3 PPI -14, RAD52 anneal inh -9, ERp5 inh 2, Casp6 inh -2, PglD inh 1, E-selectin induc 0.0, RAD54 inh -3 and esBAF inh 0.
`O=C(NCC1CCCO1)c1nn2c(C(F)(F)F)cc(-c3ccc(Br)o3)nc2c1Br` (centres undefined) gave ARNT TACC3 PPI 11, RAD52 anneal inh -62, ERp5 inh -17, Casp6 inh 9, PglD inh -1, RAD54 inh 2 and esBAF inh -6.
